PglD inh: C. jejuni PglD acetyltransferase inhibitors, primary screen, biochemical, DTNB colorimetric, single point; UDP-N-acetylbacillosamine N-acetyltransferase PglD (Campylobacter jejuni); purified PglD enzyme, DTNB colorimetric CoA detection; inhibition, % at 12.5 µM; 360,000 tested, 0.098% active; AID 602405, 2012; in the data active means inhibition above about 16%, passing the limit was not always enough; inconclusive means no clear call, values can overlap the other calls; further: strong numbers were not always called active
S100A4 MyoIIA: inhibitors of S100A4-myosin IIA peptide binding, primary screen, biochemical, fluorescence polarization, TAMRA-MyoIIA peptide | inhibition, % at 10.7 µM | 360,000 tested, 0.14% active | AID 652163, 2013;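 active means mean inhibition of at least 70% across replicates, with every replicate also reaching that level; inconclusive means mean inhibition reaches 70% but some replicates fall short; inactive means mean inhibition below 70%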
Target sequence (P26447 whole entry, looked up): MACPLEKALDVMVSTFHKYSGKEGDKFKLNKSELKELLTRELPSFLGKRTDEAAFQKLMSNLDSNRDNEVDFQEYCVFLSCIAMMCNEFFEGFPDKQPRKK
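Compound dosing: one dose per compound; test system: human S100A4 monomer with TAMRA-labelled myosin IIA peptide; probe or stimulus: TAMRA-labelled myosin IIA heavy-chain peptide probe, 5 nM; medium: HEPES buffer with Ca2+, pH 7.2; schedule: 5 min incubation before reading; benchmarks: neutral control DMSO, positive control TFP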
ERp5 block: inhibitors of ERp5-driven insulin aggregation, primary screen, biochemical, turbidity, absorbance 650 nm, single point; Protein disulfide-isomerase A6 (Homo sapiens), Q15084; 90 min; inhibition, % at 9.99 µM; 350,000 tested, 0.05% active; AID 651711, 2012;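 active means mean replicate inhibition above about 25%, with every replicate also reaching it, limit read from the data, passing the limit was not always enough; inconclusive means only one of those two criteria met; inactive means neither criterion met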
C2C12 statin: suppressors of statin myotoxicity in C2C12 myotubes, primary screen, cell-based, single point, plate reader | C2C12 myotubes + simvastatin, ATP luminescence, 48 h; scaled: DMSO 0, geranylgeraniol control 100 | rescue of ATP level, % at 7.49 µM | 330,000 tested, 0.78% active;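 active means mean ATP rescue above about 67%, or every replicate alone reaching that limit, limit read from the data, passing the limit was not always enough; inconclusive means no clear call, values can overlap the other calls; inactive means mean under the limit and some replicate under it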;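 further: myotubes were challenged with 10 µM simvastatin during compound exposure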
DENV2 CPE rescue: inhibitors of DENV2 cytopathic effect, primary screen, cell-based, plate reader, single concentration; AID 651640, 2012; DENV2-infected cells, cytopathic effect rescue; CPE inhibition, % at 9.99 µM; 350,000 tested, 1.7% active; in the data active means CPE inhibition above about 20%, passing the limit was not always enough; inconclusive means no clear call, values can overlap the other calls; tested in BHK-21 cells;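 further: 0% = median of neutral control wells and 100% = median of positive control wells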
E-sel inducer: E-selectin induction in HUVECs, primary screen, imaging, HUVEC, immunofluorescence imaging, single point; activation, % at 7.58 µM; 260,000 tested, 0.37% active; P16581; normalized: neutral wells 0, TNF-alpha wells 100;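 active means mean E-selectin-positive cell signal at least 10% of the positive control, reached in at least 60% of replicates, without over 20% cell loss; inconclusive means no rule given, readout overlaps actives, possibly toxicity-flagged; inactive means the rest, including those meeting only one limit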;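 further: in these data hits start at about 27%; measured in HUVEC primary endothelial cells; signal is the percent of cells scored E-selectin positive by PE staining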
Target sequence (P16581 whole entry, looked up): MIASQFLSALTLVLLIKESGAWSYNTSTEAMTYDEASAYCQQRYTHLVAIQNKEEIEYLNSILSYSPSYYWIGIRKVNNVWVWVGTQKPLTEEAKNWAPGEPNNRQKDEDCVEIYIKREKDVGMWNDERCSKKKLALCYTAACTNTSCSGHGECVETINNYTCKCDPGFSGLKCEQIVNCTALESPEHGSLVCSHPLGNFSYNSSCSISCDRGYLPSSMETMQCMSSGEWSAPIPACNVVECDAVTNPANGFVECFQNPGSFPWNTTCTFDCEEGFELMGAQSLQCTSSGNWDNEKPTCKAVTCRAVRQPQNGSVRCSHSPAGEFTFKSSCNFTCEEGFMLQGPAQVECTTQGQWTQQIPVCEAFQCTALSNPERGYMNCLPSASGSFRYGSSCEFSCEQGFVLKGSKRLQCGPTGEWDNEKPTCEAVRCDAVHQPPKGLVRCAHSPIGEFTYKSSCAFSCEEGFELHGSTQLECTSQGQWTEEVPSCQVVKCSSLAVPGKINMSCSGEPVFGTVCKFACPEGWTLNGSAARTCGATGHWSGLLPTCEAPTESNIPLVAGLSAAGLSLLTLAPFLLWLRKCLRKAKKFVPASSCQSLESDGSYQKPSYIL
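System: HUVEC, human umbilical vein endothelial cells; quantity: 3,000 cells/well; buffer or medium: EGM-2 medium, gelatin-coated wells; dosing: single-point compound dose; detection: immunofluorescence imaging; evaluation: % PE-positive cells; benchmarks: TNF-alpha, DMSO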
SIRT5 inh: SIRT5 desuccinylase inhibitors, primary screen, biochemical, fluorescence imaging, single point, set 5; NAD-dependent protein deacylase sirtuin-5, mitochondrial (Homo sapiens), Q9NXA8; Purified SirT5, succinyl-peptide AMC, trypsin-coupled fluorescence; inhibition, % at 15 µM; 330,000 tested, 1.1% active; in the data active means inhibition above about 15%; inconclusive means no clear call, values can overlap the other calls
Target sequence (Q9NXA8 whole entry, looked up): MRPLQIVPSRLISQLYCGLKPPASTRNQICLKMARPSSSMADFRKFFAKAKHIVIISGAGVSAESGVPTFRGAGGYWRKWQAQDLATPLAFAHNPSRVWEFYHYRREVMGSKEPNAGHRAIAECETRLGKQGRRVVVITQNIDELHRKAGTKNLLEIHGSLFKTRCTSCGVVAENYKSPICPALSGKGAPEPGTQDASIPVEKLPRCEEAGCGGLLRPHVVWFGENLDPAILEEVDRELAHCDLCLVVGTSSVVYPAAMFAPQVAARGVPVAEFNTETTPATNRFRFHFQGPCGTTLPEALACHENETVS
* marks the source's active call; other numbers are inactive results; ? = inconclusive; nt = no result given. These rows are one share of the data; the hit share may differ from the screen's.

SMILES | PglD inh | S100A4 MyoIIA | ERp5 block | C2C12 statin | DENV2 CPE rescue | E-sel inducer | SIRT5 inh
O=C(COc1ccccc1)NC(=S)Nc1ccc2c(c1)Cc1ccccc1-2 | nt | 3 | -2 | nt | -2 | -2.6 | -1
O=C(Nc1nnc(SCc2ccccc2Cl)s1)c1cccc([N+](=O)[O-])c1 | nt | 2 | 2 | nt | 1 | -1.0 | 0
O=C(Nc1cccc(S(=O)(=O)N2CCCC2)c1)c1ccc(Cl)nc1 | -3 | 1 | -2 | -6 | -5 | 0.1 | -3
Cc1ccc(NC(=O)CSc2nc3nc(C)cc(C)c3c(=O)[nH]2)cc1 | 1 | 3 | 2 | 1 | nt | nt | -3
CCOC(=O)[C@H]1[C@H]2COc3ccc(Cl)cc3[C@@H]2N2C(=O)CN(Cc3ccco3)C(=O)[C@@]12C | 1 | 0 | -2 | 4 | ? | -0.1 | -1
NS(=O)(=O)c1ccc(NC(=O)COC(=O)COc2ccccc2)cc1 | nt | 5 | -1 | nt | 5 | -0.1 | -5
COc1cccc(C(=O)Nc2ccc3c(c2)C(=O)N(C)[C@@H]2CC[C@H](CC(=O)N[C@@H](C)c4ccccc4)O[C@@H]2CO3)c1 | 0 | 12 | 1 | 34 | nt | -0.1 | 4
COc1cccc(NC(=O)N2C[C@@H](O)COC[C@@H]3O[C@H](CC(=O)NCc4ccccc4F)CC[C@H]32)c1 | 4 | -2 | 3 | -2 | 2 | 0.3 | -2
O=C(C1CCCN(S(=O)(=O)c2cccc3nsnc23)C1)N1CCCCCC1 (stereo not given) | nt | -7 | -4 | nt | 10 | 6.6 | -4
O=C(Cc1ccc(Cl)cc1)Nc1ccc(CN2CCCCC2)cc1 | nt | 1 | 3 | nt | 13 | 0.1 | 80*
COc1ccc(S(=O)(=O)Nc2ccc3c(c2)CC(=O)N([C@H](C)CO)C[C@H](C)[C@H](CN(C)Cc2ccc(Oc4ccccc4)cc2)O3)cc1 | 0 | -8 | -4 | 5 | 9 | 1.4 | 12
COc1ccc(CN(C)CC(=O)Nc2ccc(Cl)cc2F)c(OC)c1 | nt | -4 | 5 | nt | 4 | -0.1 | -2
CC(C)(C)OC(=O)C(C1NC(C(=O)O)C(C)(C)S1)N1C(=O)c2ccccc2C1=O (stereo not given) | -1 | -7 | 3 | 0 | 5 | 6.7 | nt
COc1ccc(C(=O)CC(=O)C(=O)Nc2cc(OC)ccc2OC)cc1 | nt | -2 | -1 | nt | 3 | 0.3 | -1
O=C(NC1CCCC1)C(c1ccccn1)N(C(=O)c1csnn1)c1ccccc1F (stereo not given) | -9 | -4 | 4 | 10 | 12 | 0.0 | -2
COc1ccc(C2Nc3ccccc3C(=O)N2c2ccccc2)cc1CN1CCOCC1 (stereo not given) | -7 | -3 | -5 | 5 | 8 | nt | -3
O=C1CCCCC1C(=O)c1cn(-c2ccc(Cl)c(Cl)c2)nn1 (stereo not given) | -3 | 1 | 7 | 7 | 3 | -3.3 | -2
Cc1ccccc1S(=O)(=O)Nc1ncc(C(F)(F)F)cc1Cl | nt | -2 | 1 | nt | -6 | nt | -2
CO[C@H]1CN(C)C(=O)c2ccc(NS(=O)(=O)c3cn(C)cn3)cc2OC[C@H](C)N(Cc2cccc(F)c2)C[C@@H]1C | nt | 1 | 3 | nt | 2 | -0.2 | 2
COc1cccc(S(=O)(=O)N[C@@H]2C=C[C@@H](CC(=O)NCc3ccncc3)O[C@@H]2CO)c1 | 4 | 2 | -2 | -2 | 5 | 0.0 | -3
CCCCC(CC)c1nnc(NC(=O)c2cccs2)s1 (stereo not given) | nt | -3 | -4 | nt | -3 | nt | 0
CC1Cc2cc(S(=O)(=O)N3CCC(C(N)=O)CC3)ccc2N1C(=O)C1CC1 (stereo not given) | nt | 2 | 6 | -7 | 2 | 0.3 | -3
Oc1ccc(NC(=S)N=Nc2c(O)[nH]c3ccccc23)cc1 | -4 | -3 | -2 | 4 | -9 | nt | 1
CCC(NS(=O)(=O)c1ccc(C)cc1)C(=O)N1CCOCCOCCOCC1 (stereo not given) | 10 | -2 | 2 | 1 | -4 | nt | -2
CC(C)CC1C(=O)N(Cc2cn(Cc3ccco3)nn2)CCS(=O)(=O)N1Cc1ccc(-c2ccc(F)cc2)cc1 (stereo not given) | -2 | -5 | 7 | -5 | -1 | -0.2 | 18*
Cc1ccccc1NS(=O)(=O)c1ccc(C(=O)NCC2CCCO2)cc1 (stereo not given) | nt | 0 | -4 | nt | 2 | 0.9 | 19*
Cc1cccnc1NC(=O)CCCN1C(=O)c2ccccc2C1=O | 2 | 4 | -1 | -22 | nt | nt | 0
Cn1nc(-c2ccc(N3CCOCC3)c(NS(=O)(=O)c3ccccc3)c2)c2ccccc2c1=O | -1 | -14 | 1 | 60 | 6 | nt | 0
COc1ccc(N2CC(C(=O)Nc3nnc(SCC(=O)NCC4CCCO4)s3)CC2=O)cc1 (stereo not given) | -2 | -6 | 5 | 2 | -6 | -0.1 | -1
COCC(=O)N1C[C@H](C)[C@H](OC)CN(C)C(=O)c2ccc(NC(=O)c3ccccc3)cc2OC[C@@H]1C | 0 | -12 | 2 | -7 | -3 | -0.2 | 3
COc1ccc(C(=O)C(C)[n+]2ccc(C)c3ccccc32)cc1[N+](=O)[O-] (stereo not given) | 2 | -25 | -1 | -10 | 4 | nt | -1
COc1ccc(NS(=O)(=O)c2ccc(N3CCOCC3)c(NC(=O)c3ccccc3Br)c2)cc1 | -5 | 9 | 3 | -10 | -3 | nt | -3
CCCc1cc(=O)[nH]c(SCC(=O)Nc2ccc(C(=O)Nc3ccccc3OC)cc2)n1 | -7 | 1 | -2 | 5 | -5 | nt | nt
CCNC(=S)Nc1ccc(NC(=O)c2ccccc2O)cc1 | -12 | -7 | 1 | -11 | -2 | nt | 0
Cc1ccc(SC2=C(C(=O)O)CCCC2)cc1 | 7 | -8 | -1 | 13 | 11 | -0.1 | -3
C[C@@H]1CN([C@H](C)CO)C(=O)Cc2cc(NC(=O)Nc3cccc4ccccc34)ccc2O[C@H]1CN(C)CC1CCCCC1 | 1 | 1 | -4 | 75* | -2 | 1.8 | -2
Cc1ccc(C)n1-c1ccc(C(=O)N2CCC(C(N)=O)CC2)cc1 | nt | -18 | -3 | nt | -7 | nt | -2
O=C(C[C@@H]1CC[C@H](NC(=O)Nc2cc(F)ccc2F)[C@@H](CO)O1)Nc1ccc(-c2ccccc2)cc1 | 6 | 2 | 5 | 11 | 7 | -0.1 | 0
Cc1cc(=O)n2[nH]c(SCc3ccc(Cl)cc3)nc2n1 | 1 | 5 | -7 | 16 | -2 | 0.1 | -4
Cc1ccccc1-n1ncc2c1CC(C)(C)CC2NC(=O)CSc1ccncc1 (stereo not given) | -1 | 5 | 0 | 2 | 108* | -1.6 | 0
COc1ccc(S(=O)(=O)N(C)C[C@@H]2Oc3ccc(NC(=O)Cn4cnnn4)cc3CC(=O)N([C@@H](C)CO)C[C@H]2C)cc1 | -4 | 0 | -10 | -6 | 18 | -15 | 3
Cc1ccc(C)c(NC(=O)C2CCCN(S(=O)(=O)c3c(C)nn(C)c3C)C2)c1 (stereo not given) | 5 | -2 | -4 | -1 | -2 | nt | -3
Cc1ccc(NC(=O)CC2C(=O)N(Cc3ccccc3)C(=S)N2NC(=O)c2ccccc2)c(C)c1 (stereo not given) | nt | 1 | 6 | nt | ? | nt | -7
CCOC(=O)C1=CN(Cc2cccc(F)c2)S(=O)(=O)N(C)C1CCc1ccccc1 (stereo not given) | 4 | 1 | 5 | 2 | -9 | -0.7 | -4
CCCN(C(=O)CSCc1ccc(Cl)cc1)c1c(N)n(Cc2ccccc2)c(=O)[nH]c1=O | -5 | 1 | -3 | -1 | -1 | -0.2 | 2
C[C@@H]1CN([C@@H](C)CO)C(=O)c2cc(NC(=O)CCC(F)(F)F)ccc2O[C@@H](C)CCCCO[C@@H]1CN(C)C(=O)CCCN(C)C | -2 | 10 | -8 | -11 | nt | -0.5 | -2
NC(=O)Cc1c[nH]c2cccc(O)c12 | -5 | nt | nt | 7 | nt | -0.8 | nt
NC(=O)C1(N2CCCCC2)CCN(C(=S)Nc2ccc(F)cc2)CC1 | 2 | 0 | 3 | nt | 0 | -3.3 | 0
CCN(CC)c1ccc(NC(=O)CSc2nc(C3CC3)nc3ccccc23)cc1C | 1 | -2 | 7 | -43 | 1 | 0.2 | -5
Cc1cc2nsnc2c(S(=O)(=O)N2CCN(C)CC2)c1C | 0 | -2 | 1 | -3 | -3 | -0.1 | 3

Records listed so far marked active in SIRT5 inh:
Compound | PglD inh | S100A4 MyoIIA | ERp5 block | DENV2 CPE rescue | SIRT5 inh
O=C(Cc1ccc(Cl)cc1)Nc1ccc(CN2CCCCC2)cc1 | nt | 1 | 3 | 13 | 80*
CC(C)CC1C(=O)N(Cc2cn(Cc3ccco3)nn2)CCS(=O)(=O)N1Cc1ccc(-c2ccc(F)cc2)cc1 (stereo not given) | -2 | -5 | 7 | -1 | 18*
Cc1ccccc1NS(=O)(=O)c1ccc(C(=O)NCC2CCCO2)cc1 (stereo not given) | nt | 0 | -4 | 2 | 19*

Continuation:
SMILES | PglD inh | S100A4 MyoIIA | ERp5 block | C2C12 statin | DENV2 CPE rescue | E-sel inducer | SIRT5 inh
Cc1ccsc1/C=N/NC(=S)NCCc1ccccc1 | 1 | -2 | -5 | -5 | 0 | 0.0 | 16*
NC(=O)CSc1ccc(S(=O)(=O)N2CCOCC2)cn1 | -3 | 0 | -4 | 24 | 14 | -0.6 | 3
c1ccc2c(c1)nnn2CNc1nccs1 | nt | -1 | ? | nt | -2 | -1.3 | -8
Cc1[nH]c2ccc(OC(=O)N3CCOCC3)cc2c1C(=O)OC(C)C | 4 | -3 | 2 | 0 | -6 | nt | 0
N=C1S/C(=C\c2ccco2)C(=O)N1c1ccc2c(c1)OCO2 | -3 | 16 | 8 | 2 | -8 | nt | -9
CC=Cc1ccc2n(c1=O)C[C@H]1[C@H](CO)[C@@H](C(=O)NCCc3ccccc3)N(C(=O)CC)[C@@H]21 (mixture of isomers) | 0 | -2 | 2 | -6 | -1 | -0.1 | -7
Cc1nc(N2CCN(Cc3ccc(Cl)cc3)CC2)c2oc3ccccc3c2n1 | -7 | 5 | 1 | -3 | ? | nt | -2
CSCc1cc(N(C)C)nc(SCc2ccc(Cl)c(Cl)c2)n1 | nt | 13 | 1 | nt | -2 | nt | -1
CCO[C@H]1OC(C(=O)NCc2nc3ccccc3[nH]2)=C[C@@H](c2ccc(Br)cc2)[C@@H]1CCCO | 9 | nt | nt | 0 | nt | 2.5 | nt
CC1(C(=O)NS(=O)(=O)c2ccc(F)cc2F)CCN1C(=O)C1(c2ccc(Cl)cc2)CCC1 (stereo not given) | 2 | -1 | 2 | 7 | -5 | 0.4 | -1
OC(CNCc1ccccc1)c1ccccc1 (stereo not given) | -2 | -7 | nt | 5 | 9 | nt | 0

Only ERp5 block, DENV2 CPE rescue and C2C12 statin, for two of the compounds above:
mol	ERp5 block	DENV2 CPE rescue	C2C12 statin
N=C1S/C(=C\c2ccco2)C(=O)N1c1ccc2c(c1)OCO2	8	-8	2
NC(=O)CSc1ccc(S(=O)(=O)N2CCOCC2)cn1	-4	14	24

Screens deposited in PubChem BioAssay by Broad Institute.
